Screening results (PubChem)
MCF10A rereplic: induces DNA re-replication in MCF 10a normal breast cells | MCF 10A DNA re-replication, Hoechst nuclear intensity, 48 h | Potency, µM (titrated, usually from 46.1 µM), for the others: at the highest dose activity, positive = re-replication, most hits filed as activators | 350,000 tested, 2.9% active | AID 624296; note: potency is the fitted concentration of half-maximal effect; % of control where 0% means no effect; nearly all actives have a fitted effect of over 50% in size
HT1080 IDH1KD tx: HT-1080 IDH1 knockdown cell toxicity (counter line) | 360,000 tested, 2% active | Potency, µM (highest dose often 46.1 µM), for the others: at the highest dose activity, negative = toxicity, actives largely listed as cytotoxic | HT-1080 IDH1 knockdown viability, ATP luminescence, 48 h;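 note: potency is the fitted concentration of half-maximal effect; 0% = DMSO wells and -100% = cell-free medium wells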
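Knockdown cells (IDH1KD HT-1080) received compounds 2 h after plating at 750 cells/well and were kept 48 h at 37 °C in 5% FBS RPMI. A CellTiter-Glo luminescence read gave % activity for curve fitting.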
KB-3-1 tox: kills parental KB-3-1 adenocarcinoma cells; KB-3-1 viability, CellTiter-Glo ATP luminescence, 72 h; Potency, µM (top dose mostly 46.1 µM), for the others: at the highest dose activity change, negative = cytotoxic, actives largely listed as cytotoxic; 400,000 tested, 1.4% active; AID 1347075; note: potency is the fitted concentration of half-maximal effect; % is set by controls: 0 for no effect and ±100 for the full control effect; nearly all actives have a fitted effect of over 60% in size
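Luminescent ATP read-out (CellTiter-Glo) measures survival of drug-naive KB-3-1 cells after 72 h compound exposure at 37 °C. Titration series was screened from lowest to highest concentration, with DMSO vehicle plates as background controls.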
IL1B secr inh: inflammasome signaling inhibition, IL-1 beta readout; activity change, % at 57.5 µM; AID 743279; 360,000 tested, 4.7% active; THP-1 LPS/ATP IL-1B secretion, AlphaLISA, 16 h; active compounds read low; in the data active = activity change below about -50%; inconclusive = mostly about -30% to -49%; note: % is set by controls: 0 for no effect and ±100 for the full control effect
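Secreted IL-1B measured by AlphaLISA bead assay after 16 h compound exposure of THP-1 cells; compounds (final up to 57.5 uM) added 1 h before LPS (250 ng/mL) and ATP (1.25 mM) stimulation; lower signal means less secretion.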
HT1080NT lethal: kills 2HG-producing HT-1080-NT fibrosarcoma cells; HT-1080-NT fibrosarcoma viability, CellTiter-Glo ATP luminescence, 48 h; Potency, µM (titrated, usually from 46.1 µM), inactives show top-dose activity, negative = less viability, usual class: cytotoxic; 360,000 tested, 1.6% active;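 note: NT is the 2HG producing partner of a matched IDH1 knockdown line; potency is the fitted concentration of half-maximal effect; 0% = DMSO-treated cells and -100% = media-only wells without cells; nearly all actives have a fitted effect of over 55% in size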
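Luminescent CellTiter-Glo readout after 48 hours of compound exposure at 37 degrees C defined viability of HT-1080-NT cells. Activity was normalized to DMSO wells and cell-free media wells; concentration-response curves were fitted and assigned curve classes.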
SW480 rerep: inducers of DNA re-replication in SW480 colon cancer cells | 340,000 tested, 1.8% active | AID 624297 | SW480 DNA re-replication, Hoechst DNA content imaging, 48 h | Potency, µM (series often up to 46.1 µM), for inactives: at the highest dose re-replication activation, most hits filed as activators; note: potency is the fitted concentration of half-maximal effect; % of control where 0% means no effect; nearly all actives have a fitted effect of over 55% in size
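DNA re-replication was detected as more nuclei of elevated Hoechst intensity after 48 hr exposure to compound (23 nL pinned per well of 250 cells).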
S2 tox: cell viability loss in ATXN counter-screen | S2 cells (HEK-293 line with an ATXN2-luciferase reporter) viability, CellTiter-Fluor protease fluorescence, 24 h | Potency, µM (doses to about 56.7 µM), most hits filed as cytotoxic | 400,000 tested, 0.49% active; note: potency is the fitted concentration of half-maximal effect; nearly all actives have a fitted effect of over 40% in size
HepG2 viability: counter-screen for TGF-b inhibitors: cytotoxicity in HepG2 cells; AID 588856; HepG2 CAGA-GFP viability, ATP luminescence, 18 h; Potency, µM (titrated, usually from 46.1 µM), without a hit: at the highest dose activity change, negative = cytotoxicity, hits mostly cytotoxic; 410,000 tested, 0.76% active; note: potency is the fitted concentration of half-maximal effect; some results filed as inactive show a strong effect at the top dose
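CellTiter-Glo luminescence gave cytotoxicity after 18 hours at 37 degrees C. The cells were HepG2 CAGA-GFP in 1% FBS DMEM, stimulated with 500 pg/mL TGF-beta after compound addition. %Activity was normalised to no-cell wells (complete cell-killing) and DMSO (no toxicity), and curves were fitted and classified.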
ATXN2 expr inh: inhibitors of ATXN2 expression; HEK-293 ATXN2-luciferase reporter, luminescence, 24 h; Potency, µM (series often up to 57 µM), for inactives: at the highest dose activity change, negative = inhibition, actives largely listed as inhibitors; AID 1745845; 360,000 tested, 0.72% active; note: potency is the fitted concentration of half-maximal effect; % is set by controls: 0 for no effect and ±100 for the full control effect; nearly all actives have a fitted effect of over 55% in size
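ATXN2-luciferase reporter cells (luciferase flanked by upstream and downstream ATXN2 gene portions) were treated 24 h at 37 °C with compounds at up to 57 uM. SteadyGlo luminescence gave expression; GF-AFC fluorescence gave viability.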
Active calls of the source: *; i = inactive; ? = inconclusive; . = not tested or not shown; [ ] = another dose, or the depositor's remark. Unless noted, calls come from the whole dose curve; as a rule, active = well fitted curve in the direction sought with a large enough effect; inconclusive = small, poorly fitted or top-dose-only effect, or another doubt; inactive = no such curve, though single readings can be large; an effect the other way counts as inactive or inconclusive.

Assay codes – A = MCF10A rereplic; B = HT1080 IDH1KD tx; C = KB-3-1 tox; D = IL1B secr inh; E = HT1080NT lethal; F = SW480 rerep; G = S2 tox; H = HepG2 viability; I = ATXN2 expr inh
CC(C)CNC(=S)N1CCC(NC(=O)c2ccco2)CC1
  A = -6%; B = 17%; C = -6%; D = 20; E = 0%; F = -12%; G = i; H = 1%; I = 5%

COc1ccc(OC(=O)COc2ccc(C)cc2)cc1
  A = 5%; B = ?; C = ?; D = 10; E = ?; F = 1%; G = i; H = -10%; I = -6%

Cc1ccc(Nc2nc(N/N=C\c3ccc4c(c3)OCO4)nc(N3CCOCC3)n2)cc1
  A = ?; B = 26µM*; C = -1%; D = -28; E = ?; F = 4%; G = i; H = -41%; I = ?

O=C(COc1ccccc1Cl)NCCNC(=O)c1ccncc1
  A = 1%; B = 1%; C = 4%; D = 0; E = ?; F = -12%; G = i; H = -4%; I = -9%

CC(C)(C)NS(=O)(=O)c1ccc(CCC(=O)Nc2ccc3c(c2)OCO3)cc1
  A = 5%; B = -5%[9.24 µM]; C = 0%; D = -19; E = -19%; F = 0%; G = i; H = -80%; I = 6%

Cc1c(C(=O)N(C)Cc2ccc(OC(F)F)cc2)oc2ccccc12
  A = ?; B = -22%; C = -2%; D = 23; E = -22%; F = -85%[inhibitor]; G = i; H = -130%; I = 9%

O=C(c1ccc(OC2CCN(Cc3ccccn3)CC2)cc1)N1CCC[C@H]1CO
  A = ?; B = 1%; C = .; D = 0; E = 0%; F = -6%; G = i; H = -4%; I = -9%

CCn1c(O)c(N=NC(=O)CNC(=O)/C=C/c2ccccc2)c2ccccc21
  A = 10%; B = -3%; C = -9%; D = 74; E = 5%; F = -13%; G = i; H = -15%; I = 3%

CCc1ccc([C@@H]2C[C@H]3[C@@H](CN2S(=O)(=O)c2ccc(C)cc2)C(=O)C[C@@H](c2ccc(Cl)cc2)N3S(=O)(=O)c2ccccc2C)cc1
  A = .; B = 5%; C = 14%; D = -1; E = 0%; F = .; G = i; H = 2%; I = 1%

COC(=O)c1ccccc1NC(=O)CSc1nc(=O)cc(N)n1-c1ccccc1
  A = .; B = .; C = 0%; D = .; E = .; F = .; G = i; H = -13%; I = 11%

Some of these compounds in order of the SW480 rerep value, ascending.
| Molecule | SW480 rerep |
| --- | --- |
| CC(C)CNC(=S)N1CCC(NC(=O)c2ccco2)CC1 | -12% |
| O=C(c1ccc(OC2CCN(Cc3ccccn3)CC2)cc1)N1CCC[C@H]1CO | -6% |
| CC(C)(C)NS(=O)(=O)c1ccc(CCC(=O)Nc2ccc3c(c2)OCO3)cc1 | 0% |
| Cc1ccc(Nc2nc(N/N=C\c3ccc4c(c3)OCO4)nc(N3CCOCC3)n2)cc1 | 4% |

(further entries)
Assay codes – A = MCF10A rereplic; B = HT1080 IDH1KD tx; C = KB-3-1 tox; D = IL1B secr inh; E = HT1080NT lethal; F = SW480 rerep; G = S2 tox; H = HepG2 viability; I = ATXN2 expr inh
Cc1cccc(C)c1NC(=O)NC1CC2CCC(C1)N2Cc1cccs1 (stereo not given)
  A = 1%; B = -28%; C = -2%; D = -12; E = -1%; F = 1%; G = i; H = 6%; I = 4%

O=C(NC1CC1)c1ccc(CN(c2ccccc2)S(=O)(=O)c2ccccc2)cc1
  A = -43%[inhibitor]; B = -8%; C = -4%; D = -19; E = -8%; F = -14%; G = i; H = 0%; I = -14%

COc1ccc(CN2c3cc(S(=O)(=O)N4CCOCC4)ccc3N3CCCC32)cc1 (stereo not given)
  A = -3%; B = -5%; C = 6%; D = -21; E = -4%; F = -5%; G = i; H = -85%; I = -4%

COc1ccc(CN2CCCN(C)CC2)c(OC)c1C
  A = ?; B = 0%; C = 9%; D = 10; E = -12%; F = -1%; G = i; H = 4%; I = -10%

O=C(COC(=O)c1ccc(Br)o1)Nc1ccc(F)cc1[N+](=O)[O-]
  A = 6%; B = 0%; C = 0%; D = 16; E = 1%; F = -4%; G = i; H = -10%; I = .

CC(=O)N1CCN(Cc2nc3ccc(Cl)cc3n2CCO)CC1
  A = -26%; B = -3%; C = 0%; D = -5; E = 0%; F = -12%; G = i; H = -19%; I = 40%[activator]

O=C(NCc1ccccc1)c1ccc(S(=O)(=O)NCc2ccco2)cc1
  A = -14%; B = 11%; C = 6%; D = 9; E = 3%; F = -44%; G = i; H = 4%; I = -2%

COc1ccc(NC2(c3ccccc3)OC(=O)c3ccccc32)cc1 (stereo not given)
  A = -7%; B = -12%; C = 13%; D = 4; E = -15%; F = 0%; G = i; H = -15%; I = -22%

CCOC(=O)c1sc2ccccc2c1S(=O)(=O)N1CCN(c2ccccc2F)CC1
  A = .; B = .; C = -5%; D = .; E = .; F = .; G = i; H = -25%; I = -21%

CC(=O)c1ccc(-c2nc3c4ccccc4ccn3c2C(C)=O)o1
  A = -6%; B = 16%; C = ?; D = 50; E = 16%; F = 7%; G = ?; H = -40%; I = ?

CCNS(=O)(=O)c1ccc(CCC(=O)N2CCCC2)cc1
  A = 3%; B = 17%; C = 4%; D = 7; E = 15%; F = 1%; G = i; H = 0%; I = 0%

COc1ccccc1N1CCN(C(=O)c2cc3c(=O)n(C)c4ccccc4c3s2)CC1
  A = .; B = .; C = -1%; D = .; E = .; F = .; G = i; H = -25%; I = -17%

Cc1cccc(C)c1NC(=O)C(CCc1ccccc1)n1c(=O)c(-c2cc3ccccc3[nH]2)nc2ccccc21 (stereo not given)
  A = .; B = ?; C = ?; D = -12; E = ?; F = .; G = .; H = .; I = .

CCOC(=O)CSc1nc2sc3c(c2c(=O)[nH]1)CC(C)(C)OC3
  A = 6%; B = -1%; C = 18%; D = 12; E = 1%; F = -9%; G = i; H = -14%; I = 5%

CN(Cc1cn(Cc2cccc(Cl)c2)nn1)C1CN(Cc2cn(Cc3cccc(Cl)c3)nn2)S(=O)(=O)C1 (stereo not given)
  A = .; B = -16%; C = 4%; D = 0; E = -14%; F = .; G = i; H = .; I = 0%

CCOc1ccccc1CNCc1c(C(=O)O)n(Cc2ccc(F)cc2)c2cc(C)ccc12
  A = .; B = .; C = ?; D = .; E = .; F = .; G = ?; H = -27%; I = -15%

O=C(Nc1nc([C@@H]2O[C@H](CO)[C@@H](O)[C@H](O)[C@H]2O)cs1)NC(c1ccccc1)c1ccccc1
  A = .; B = 11%; C = 18µM*; D = -15; E = 11%; F = .; G = i; H = -13%; I = 20%

COc1cccc(C(=O)Nc2nc(-c3ccncc3)cs2)c1
  A = -3%; B = 17%; C = 14%; D = 0; E = 19%; F = -12%; G = i; H = -1%; I = .

Cc1nc(CC(=O)N2CCN(c3cccc(C)c3C)CC2)cs1
  A = 5%; B = 0%; C = 17%; D = 16; E = 10%; F = -10%; G = .; H = 3%; I = .

Cc1ccc(/C=N/N(C)C2=NS(=O)(=O)c3ccccc32)cc1
  A = 9%; B = 8%; C = 1%; D = -7; E = 7%; F = ?; G = i; H = -1%; I = -14%

CCSc1nc2ccccc2c(=O)n1C1CCOC(C)(C)C1 (stereo not given)
  A = ?; B = -15%; C = 0%; D = 18; E = -17%; F = 1%; G = i; H = -3%; I = -15%

CC1CCCN(C(=O)CSc2nnc3ccccn23)C1 (stereo not given)
  A = 2%; B = 1%; C = 1%; D = 0; E = 1%; F = 4%; G = ?; H = 9%; I = .

CCCOc1ccccc1C1CC(=O)NC2=C1C(=O)CCC2 (stereo not given)
  A = 10µM*; B = 8.2µM*; C = 4.6µM*; D = 53; E = 12µM*; F = 12µM*; G = ?; H = 14%; I = -10%

COc1ccc(C(=O)COC(=O)/C=C/c2ccco2)cc1F
  A = 15%; B = 0%; C = 1%; D = -4; E = 16%; F = -8%; G = .; H = 20%; I = .

COc1ccc(CNC(=O)c2cnn3c(C(F)F)cc(C)nc23)cc1
  A = 2%; B = 6%; C = 0%; D = -2; E = -9%; F = -6%; G = i; H = -21%; I = -9%

C=CCn1c(NCc2ccc3c(c2)OCO3)nc2ccccc21
  A = -1%; B = 0%; C = -10%; D = -25; E = -20%; F = -1%; G = i; H = -7%; I = 39%[activator]

O=C1C(Nc2ccc(O)cc2)=C/C(=N/S(=O)(=O)c2cccs2)c2ccccc21
  A = ?; B = 1.5µM*; C = 3.3µM*; D = -99*; E = 2.3µM*; F = 5.2µM*; G = 8.9µM*; H = 1.1µM*; I = 4µM*

Cc1cccc(N2CCN(c3nc4nonc4nc3N3CCSCC3)CC2)n1
  A = -1%; B = 18%; C = -2%; D = -5; E = 23%; F = -5%; G = i; H = 0%; I = -24%

O=C(Cn1ncc2c(=O)oc3ccccc3c21)NCC1CCCO1 (stereo not given)
  A = 12%; B = 7%; C = 6%; D = -11; E = 1%; F = -11%; G = i; H = 0%; I = -7%

Cc1cc(C)c(S(=O)(=O)N2CCN(C(=O)C(C)Cn3cncn3)CC2)c(C)c1 (stereo not given)
  A = -1%; B = -3%; C = 13%; D = 1; E = -13%; F = -2%; G = i; H = -16%; I = 1%

COc1ccc(/C=N/n2c(=O)[nH]c3c([nH]c4ccc(F)cc43)c2=O)cc1CN1CCCCC1
  A = 1%; B = 0%; C = 1%; D = 1; E = 0%; F = -7%; G = i; H = -13%; I = -20%

Cc1ccc(NC(=O)Nc2ccccc2F)cc1S(=O)(=O)N1CCOCC1
  A = 4%; B = 2%; C = -11%; D = 9; E = 0%; F = -10%; G = i; H = -3%; I = 9%

CCC(CC)C(=O)Nc1cc(C(=O)OC)ccc1C(=O)OC
  A = -3%; B = 20%; C = 13%; D = 15; E = 22%; F = -86%[inhibitor]; G = i; H = -5%; I = -23%

CCOc1ccc(Nc2nc3ccccc3n3cnnc23)cc1
  A = 1%; B = 2%; C = -10%; D = 0; E = -2%; F = 14%; G = i; H = -33%; I = -9%

COc1ccccc1CCn1cnc(C)c1CC(C)C
  A = .; B = ?; C = ?; D = 4; E = ?; F = .; G = ?; H = .; I = 0%
